NCI-60 one-dose screen, 48 h, at 10 µM unless noted. Numbers give growth in % (100 = growth as untreated, 0 = no growth, -100 = all killed).
UACC-257 – UACC-257 melanoma | actives 4.4% (n = 78,000)
M14 – M14 melanoma. actives 6.2% (n = 80,000)
SK-MEL-28 – SK-MEL-28 melanoma; actives 4.1% (n = 81,000); AID 1794761
UACC-62 – UACC-62 melanoma | actives 5.4% (n = 81,000) | AID 1794756
A549/ATCC – A549/ATCC NSCLC. actives 3.7% (n = 81,000)
SK-MEL-5 – SK-MEL-5 melanoma | actives 6.4% (n = 80,000) | AID 1794755
SK-MEL-2 – SK-MEL-2 melanoma; actives 4.7% (n = 77,000)
MDA-MB-435 – MDA-MB-435 melanoma; AID 1794794; actives 7.8% (n = 82,000)
An asterisk follows results filed as active; nt = no result given; & = joins results of further samples; ! = a repeat was not active. Rule for the calls: active = growth percent below 10; inactive = the rest.

SMILES	UACC-257	M14	SK-MEL-28	UACC-62	A549/ATCC	SK-MEL-5	SK-MEL-2	MDA-MB-435
O=c1oc2ccc3ccccc3c2cc1C1=CC=NC2SC=CN12 (stereo not given)	94	101	112	90	94	101	94	103
O=C1NC(=O)c2c1cccc2[N+](=O)[O-]	103&95	104&101	109&110	94&105	97&97	101&97	95&112	104&107
CCN1CCCC(Nc2cc(C)nc(/N=C(/N)Nc3ccc(Cl)c(Cl)c3)n2)C1 (stereo not given)	-85*	-78*	-88*	-81*	-25*	-98*	-73*	-52*
COc1cc2oc(-c3cccc(NC(=O)[C@H](C)NC(=O)[C@@H](N)C(C)C)c3)cc(=O)c2c(OC)c1OC	122	128	117	101	97	96	121	108
Cc1cc(C(=O)NN)no1	111	110	120	103	99	106	111	115
Fc1ccc(-c2cc3nc(C(Cl)Cl)nc(-c4ccco4)n3n2)cc1	31	nt	-25*	17	-20*	96	55	-1.9*
COc1ccc(-c2nn(-c3ccccc3)cc2-c2c3c(nn2-c2ccccc2)CC(C)(C)CC3=O)cc1	108	96	103	79	91	99	93	98
CC(C)NC(=O)N1C(=O)CCC1NNC(=O)c1ccc([N+](=O)[O-])cc1 (stereo not given)	111	100	98	98	104	105	93	99
O=C1/C(=C/c2ccc(F)cc2)COc2ccc(O)c(O)c21	16	37	44	7.3*	47	56	75	1.7*
O=C(NNc1nc2cc(C(F)(F)F)ccc2n2cccc12)c1cnccn1	-84*	-82*	-37*	-41*	-61*	nt	-73*	-56*
CCOC(=O)CSc1nc2sc3c(c2c(=O)n1-c1ccc([N+](=O)[O-])cc1)CCCCC3	89	75	84	75	66	89	91	77
CN1CCN(c2ccc3c(c2)nc(NNC(=O)c2ccncn2)c2cccn23)CC1	43	9.9*	28	22	23	14	32	27
CCCCCCCCCCCCCCCCOc1ccc(S(=O)(=O)NC(C)(C)C)cc1[N+](=O)[O-]	111	103	118	88	106	101	100	105
COc1ccc(C2CC(=O)Nc3nc(N)sc32)cc1OC (stereo not given)	106	120	113	114	98	96	92	107
C=C(C[n+]1ccccc1)[C@@H]1CC[C@]2(C(=O)OC)CC[C@]3(C)[C@H](CC[C@@H]4[C@@]5(C)CC[C@H](OC(C)=O)C(C)(C)[C@@H]5CC[C@]43C)[C@@H]12	85	85	90	67	94	93	100	88
CCOC(=O)c1c[nH]c2c([N+](=O)[O-])cc(OC)cc2c1=O	92&93	104	119&118	68&83	101&99	82&117	89&109	102&102
COc1cc(CNS(=O)(=O)c2ccc(C)cc2)ccc1O	100	103	105	90	102	100	109	101
COc1ccc(C=Nc2ccccc2)c(OC)c1	97	104	107	101	101	109	106	103
O=C(CCCl)c1ccc(F)cc1	99	102	114	105	91	101	105	102
Cc1cc(=O)n(C(=O)COc2ccc3c(C)c(C)c(=O)oc3c2)[nH]1	88	80	91	72	87	67	92	97
COc1ccc(S(=O)(=O)NCCCNc2nccc(-c3c(-c4cccc(N)c4)nc4sccn34)n2)cc1	113	81	93	53	100	81	113	70
NC(=S)n1[nH]c(N)c(N=Nc2ccc(S(=O)(=O)N=C(N)N)cc2)c1=O	110	103	101	89	103	100	nt	105
COC(=O)c1cccc(NC2=C(Cl)C(=O)c3nc(C)ccc3C2=O)c1	62	98	94	95	102	98	101	-39*
CS(=O)(=O)c1ccc(C(=O)N/N=C/c2ccc(F)cc2)cc1	82	107	111	93	89	107	97	107
CC/C=C/CO[C@H]1Cc2cc3ccc(=O)oc3cc2OC1(C)C	94	99	nt	83	90	92	98	96
O=C(Cn1cc(-c2ccc(F)cc2)nn1)Nc1ccc2c(ccn2Cc2ccccc2)c1	111	105	119	91	96	103	115	104
Oc1ccc2c(c1)CCC2	98	106	71	96	84	111	108	111
CCOC(=O)c1c(C)oc2ncnc(N3CCN(CC(=O)Nc4ccc([N+](=O)[O-])cc4)CC3)c12	104	100	118	81	97	nt	107	102
CC(=O)OC[C@]12CC[C@@H](C)[C@H](C)[C@@H]1[C@]13O[C@H](C1=O)[C@@H]1[C@@]4(C)CCCNC(C)(C)[C@@H]4CC[C@@]1(C)[C@]3(C)CC2	95	88	98	62	86	85	77	93
OC1CCCSC1 (stereo not given)	100	102	109	101	101	115	99	111

Ordered by heavy-atom count (smallest number first): twelve of the compounds above.
SMILES	UACC-257	M14	SK-MEL-28	UACC-62	A549/ATCC	SK-MEL-5	SK-MEL-2	MDA-MB-435
Oc1ccc2c(c1)CCC2	98	106	71	96	84	111	108	111
O=C(CCCl)c1ccc(F)cc1	99	102	114	105	91	101	105	102
COc1ccc(C=Nc2ccccc2)c(OC)c1	97	104	107	101	101	109	106	103
O=C1/C(=C/c2ccc(F)cc2)COc2ccc(O)c(O)c21	16	37	44	7.3*	47	56	75	1.7*
O=c1oc2ccc3ccccc3c2cc1C1=CC=NC2SC=CN12 (stereo not given)	94	101	112	90	94	101	94	103
CC(C)NC(=O)N1C(=O)CCC1NNC(=O)c1ccc([N+](=O)[O-])cc1 (stereo not given)	111	100	98	98	104	105	93	99
CCN1CCCC(Nc2cc(C)nc(/N=C(/N)Nc3ccc(Cl)c(Cl)c3)n2)C1 (stereo not given)	-85*	-78*	-88*	-81*	-25*	-98*	-73*	-52*
CCOC(=O)CSc1nc2sc3c(c2c(=O)n1-c1ccc([N+](=O)[O-])cc1)CCCCC3	89	75	84	75	66	89	91	77
O=C(Cn1cc(-c2ccc(F)cc2)nn1)Nc1ccc2c(ccn2Cc2ccccc2)c1	111	105	119	91	96	103	115	104
CCCCCCCCCCCCCCCCOc1ccc(S(=O)(=O)NC(C)(C)C)cc1[N+](=O)[O-]	111	103	118	88	106	101	100	105
COc1cc2oc(-c3cccc(NC(=O)[C@H](C)NC(=O)[C@@H](N)C(C)C)c3)cc(=O)c2c(OC)c1OC	122	128	117	101	97	96	121	108
CC(=O)OC[C@]12CC[C@@H](C)[C@H](C)[C@@H]1[C@]13O[C@H](C1=O)[C@@H]1[C@@]4(C)CCCNC(C)(C)[C@@H]4CC[C@@]1(C)[C@]3(C)CC2	95	88	98	62	86	85	77	93

The main list resumes, repeating the two entries before the break.
SMILES	UACC-257	M14	SK-MEL-28	UACC-62	A549/ATCC	SK-MEL-5	SK-MEL-2	MDA-MB-435
CC(=O)OC[C@]12CC[C@@H](C)[C@H](C)[C@@H]1[C@]13O[C@H](C1=O)[C@@H]1[C@@]4(C)CCCNC(C)(C)[C@@H]4CC[C@@]1(C)[C@]3(C)CC2	95	88	98	62	86	85	77	93
OC1CCCSC1 (stereo not given)	100	102	109	101	101	115	99	111
COc1cc(C)cc(-c2nn(CC(N)=O)cc2-c2ccnc(Oc3ccc(OC)c(OC)c3)n2)c1	101	97	96	92	99	90	107	96
COc1cc2nc(Cl)nc(Nc3cccc(C4=NN(C=O)C(c5ccc(F)cc5)C4)c3)c2cc1OC (stereo not given)	103	80	87	91	88	74	94	90
O=c1c(O)cccn1CCCNCCCn1cccc(O)c1=O	108	81	94	101	116	93	118	101
CC(C(=O)O)N1C(N)=NNC1(C)c1ccccc1O (stereo not given)	88	94	112	76	93	88	93	103
CN1NCc2cncnc21	105	108	102	108	104	101	111	124
CC(=O)Oc1ccc(Cc2ccccc2)cc1	110	140	121	93	101	106	112	105
COc1cc2nc(CSc3nc4ccccc4c(=O)[nH]3)[nH]c(=O)c2cc1OC	119	99	96	99	101	108	115	109
CN(C)CCNc1nc2ccccc2c2c(=O)c3cc(F)ccc3sc12	92	-78*	56	53	39	84	87	1.2*
COc1ccc(-c2c[nH]c(C(=O)NCCO)c2-c2cc(OC)c(OC)c(OC)c2)cc1	102	99	108	93	101	98	112	91
CCSc1nc2ccccc2c(=O)n1CCc1ccccc1	82	98	99	63	88	65	127	53
CN1CCN(C)c2cncc(Br)c2C1=O	90	nt	110	105	104	101	118	-82*
Nc1cccc(NC(=O)c2cccc(N)c2)c1	108	95	99	96	101	118	105	102
CC(=O)Nc1cccc(NC(C)=O)n1	102	103	108	98	108	105	nt	101
CCOC(=O)c1c(Nc2ccccc2)nn2c(-c3ccc(C)cc3)ccnc12	108	111	105	94	102	87	nt	98
O=C(CCBr)NC(=O)Nc1ccccc1	99	99	106	96	98	100	94	102
C=CC[C@]1(c2ccccc2)C(=O)C(=O)N(Cc2ccc(OC)cc2OC)[C@H]1c1ccc(C(F)(F)F)cc1	68	70	90	52	63	63	nt	87
COc1cc(/C=C\c2cc(OC)c(OC)c(OC)c2)cc(NS(=O)(=O)c2ccc(Cl)cc2)c1OC	45	19	71	39	25	24	18	-39*
O=S(=O)(NCCCNc1nccc(-c2[nH]c(-c3ccccc3)nc2-c2ccc(F)c(O)c2)n1)c1ccc(Cl)cc1	47	31	52	29	87	50	57	29
COc1ccc2c(c1)C(=O)/C(=C/c1ccc(OCC(=O)c3ccc(Cl)cc3)cc1)O2	75	84	104	72	99	131	87	93
O=S(=O)(NCCCNc1nccc(-c2c(-c3ccc(F)c(O)c3)nc3sccn23)n1)c1ccc(O)cc1	93	80	80	76	99	96	90	89
CC(=O)NNc1nc(C)c(C(=O)NNC(=O)C(=O)Nc2ccccc2C#N)s1	104	92	101	94	92	88	109	113
C/C(=N/O)c1ccc(NC(=O)CSc2nnc(-c3cc(-c4ccc(Cl)cc4)nc4ccccc34)o2)cc1	99	110	113	105	92	89	101	101
Cn1nc(C(=O)O)c(=O)n(C)c1=O	104&109	110&97	112&118	118&98	103&106	113&104	122&84	98&100
CCc1c(C(=O)N[C@@H](CO)Cc2ccccc2)[nH]c2ccc(C(F)(F)F)cc12	71	59	76	43	43	53	85	63
COc1ccc2c(c1)CC/C(=C\c1ccc(OCC(=O)Nc3nc4ccccc4s3)cc1)C2=O	96	89	112	86	nt	92	63	100
N#Cc1c(Nc2ccccc2)nc2n(c1=O)-c1ccccc1Sc1ccccc1-2	105	95	84	69	79	68	87	83
O=C(CCCCCCC(=O)Nc1ccc2c(c1)/C(=C/c1ccc[nH]1)C(=O)N2)NO	10.0*	3.6*	15	nt	35	-75*	37	-2.0*
CCOC(=O)NC1CCCCC1	103	100	106	106	106	116	105	107
Cc1cc2ncn(C3CC(O)C(CO)O3)c2cc1C (stereo not given)	96	99	110	104	106	119	102	108
Cc1ccc2c(c1C)CC[C@H]1[C@H]2CCC2=CC(=O)CC[C@@]21C	96	100	102	75	92	89	96	98
CCCCn1c(=O)c(/C=C/c2cc(/C=C/c3cc4cc(Cl)ccc4n(CCCC)c3=O)n(-c3ccccc3)n2)cc2cc(Cl)ccc21	79	95	116	97	71	105	nt	111
CS(=O)(=O)Nc1ccc(-c2nn(-c3ccc(S(C)(=O)=O)cc3)cc2/C=N/O)cc1	105	89	90	71	71	76	77	102
N#CCC1CC2CCC1C2 (stereo not given)	108	107	108	95	89	102	113	97
CCOc1ccc(CCNC(=O)c2cccs2)cc1OCC	114	127	112	106	98	105	120	108
Cc1ccc2c(c1)C(C)Cc1c(Cl)nc(C)nc1N2C (stereo not given)	87	92	99	75	88	87	89	66
Cc1ccc(-c2cc(Cc3c(Cl)cccc3Cl)c(=O)n(Cn3cnc4c(N)ncnc43)n2)cc1C	98	113	111	89	102	103	nt	100
NC(=S)COc1ccccc1	93	109	95	104	97	99	91	110
COc1ccc(CN2C(=O)N(c3cccnc3Cl)S(=O)(=O)c3ccccc32)cc1F	109	105	110	96	101	100	109	109
CCOc1ccc2nc(NC(=O)CSc3nnc4n3S(=O)(=O)c3ccccc3N4C)sc2c1	111	133	106	88	109	99	108	95
Cc1c(-c2ccccc2)nc(NCc2ccco2)c(C#N)c1C#N	96	94	99	71	82	88	96	102
Cc1cc(N=C2C=CC(=[N+](C)C)C=C2)c(N)cc1N	103	107	103	90	85	90	106	101
COc1cccc(C2CC(=O)Nc3c2cnn3Cc2ccco2)c1 (stereo not given)	93	103	97	90	97	98	108	96
CCCCCCNc1nc(NCCCCCC)c2[nH]c(NCCCCCC)nc2n1	104	79	98	81	7.6*	78	30	68
O=C(O)c1ccccc1-c1c2cc(Br)c(=O)c(Br)c-2oc2c(Br)c(O)c(Br)cc12	96&110	103&96	105&115	100&98	106&103	101&106	122&108	109&105
Nc1nonc1-n1nncc1-c1ccncc1	105	101	101	104	94	nt	112	104
COc1cc2c(=O)n(CCCN(C)C)c3c4cc5c(cc4ccc3c2cc1OC)OCO5	93	67	87	59	42	71	89	68
CCCCCc1ccc(S(=O)(=O)Nc2cc(-c3csc(N)n3)ccc2OC)cc1	107	103	111	76	88	85	112	107
CCOC(=O)C(Cc1ccccc1)n1c(O)c(/C=N/c2ncc(Cc3ccc(Cl)cc3Cl)s2)sc1=S (stereo not given)	-18*	11	32	-0.8*	4.4*	-3.0*	-18*	17
CN1CCC2CC1c1cc(-c3ccc(C(F)(F)F)cc3)ccc12 (stereo not given)	91	93	96	82	96	91	96	100
O=C(CCC(=O)Nc1ccc(S(=O)(=O)N2CCOCC2)cc1)NCc1ccccc1	100	79	105	98	109	90	119	105
CCN(CC)c1ccc(/C=C/c2cc(-c3ccccc3)c3ccccc3n2)cc1	115	nt	104	78	106	80	90	99
COc1ccc(-c2nc3sc4cc(OC)ccc4n3c2-c2nc3ncccc3[nH]2)cc1	105	98	96	85	94	94	112	90
CC(=O)Nc1c(Cl)cc2c(c1Cl)C(=O)c1ccccc1-2	123	107	109	97	109	110	103	120
N/N=c1\nc2c(cnn2-c2ccccc2)c2[nH]n3c(C(F)(F)F)nnc3[nH]n12	103	97	98	89	104	97	102	92
Cc1ccc(C)c2sc(NN)nc12	97	104	107	102	100	110	112	103
CC1(C)[C@@H](OC(=O)CCC(=O)O)CC[C@]2(C)[C@H]3C(=O)C=C4[C@@H]5C[C@@](C)(C(=O)O)CC[C@]5(C)CC[C@@]4(C)[C@]3(C)CC[C@@H]12	-46*!	-13*!	-66*!	-80*!	-28*!	-83*!	-60*!	-48*!
COC1C/C(=N\O)C2OC(c3ccccc3)OCC2O1 (stereo not given)	68	104	101	96	88	102	93	102
C=CC(C)(O)CCC=C(C)C (stereo not given)	102	nt	105	101	108	116	119	112
CC(C)OC(=O)Nc1cc(F)ccc1F	97	97	102	94	100	101	112	99
Cn1ccnc1C(=O)/C=C/c1ccc(NC(=O)Nc2ccc(F)cc2)cc1	86	45	76	46	36	78	95	35
O=C(NC1CCCCC1)N(c1ccccc1)c1nnc(-c2cccc([N+](=O)[O-])c2)s1	106	104	102	83	92	93	94	105
